# High-throughput results deposited in PubChem by Center for Chemical Genomics, University of Michigan.
# Dicer processing – inhibitors of Dicer pre-microRNA processing, primary screen, biochemical, cat-ELCCA, chemiluminescence | Endoribonuclease Dicer (Homo sapiens), Q9UPY3 | cat-ELCCA pre-miR-21 Dicer processing; hits give high values | z-score at 25 µM | hit rate 6% among 47,000; in the data active = z-score above about 3, passing the limit was not always enough;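 note: plate controls were vehicle for no effect and no enzyme for full effect; higher signal means more uncleaved substrate so more Dicer inhibition; strong numbers were not always called active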
# An asterisk follows results filed as active.
Structure | Dicer processing
COC(=O)c1ccc(C2Oc3c(OC)cccc3C3CC(c4cccs4)=NN32)cc1 (stereo not drawn) | -1.57
Cn1c(Sc2nc3ccc(Cl)cc3s2)nnc1-c1ccc(Cl)cc1Cl | 1.23
CCOC(=O)c1c(NC(=O)CC)sc(C)c1C | 0.24
COc1cccc(C2c3c(oc4ccccc4c3=O)C(=O)N2c2ccccn2)c1 (stereo not drawn) | 1.89
Cc1c(C)c(C)c(S(=O)(=O)NN(C)c2ccc(C#N)cc2[N+](=O)[O-])c(C)c1C | 0.1
O=C1Nc2ccc(Br)cc2C1=Nc1ccc(Cl)cc1 | -3.73
COc1cc2c(cc1OC)C(=O)NCC2 | 0.66
Cn1c2c(c(=O)n(C)c1=O)C(c1ccccc1Cl)C1C(=O)c3ccccc3C1=N2 (stereo not drawn) | -0.8
COc1ccc(/C=C(\C#N)S(=O)(=O)c2ccccc2Cl)s1 | -2
NC(=O)c1cc(Cl)ccc1I | 0.62
Cc1cc(NC(=O)c2ccc(Cl)cc2)n(-c2ccccc2)n1 | 2.09
Cc1ccccc1-n1c(N)cc(=O)[nH]c1=O | 0.11
O=S(=O)(Nc1cccc(-c2cn3ccccc3n2)c1)c1ccc(F)cc1 | 1.85
O=C(NC(N1CCCC1=O)(C(F)(F)F)C(F)(F)F)c1cccnc1 | -4.68
CCSc1cc(C(F)(F)F)nc2cc(C(C)(C)C)nn12 | -0.23
CN(C)/C=N/c1ncccc1OCc1ccc(Cl)c(Cl)c1 | -0.64
CCCCSc1nnc2sc3ccccc3n12 | 0.29
CC(=O)O[C@H]1CC2(C)[C@@H](C[C@@H](O)[C@H]3[C@@]4(C)CC[C@@H](O)[C@@H](C)[C@@H]4CC[C@@]32C)C1=C(CCC=C(C)C)C(=O)O (stereo partly drawn) | -1.16
Oc1ccccc1/C=C/c1nc(-c2ccccc2O)n(-c2ccccc2)n1 | 10.5*
COC(=O)C1=NN(c2ccccc2Cl)C2C(=O)N(c3ccccc3OC)C(=O)C12 (stereo not drawn) | -0.45
Cc1ccc(NC(=O)c2ccsc2)cc1NS(C)(=O)=O | -2.15
COC(=O)c1cc(/C=N/NC(=S)NC(C)(C)C)cn1C | 1.26
CSC1=NCCCN1C(=O)c1c(-c2c(F)cccc2Cl)noc1C | -0.55
COC(=O)C1=C(C)N=C2SCCC(=O)N2C1c1ccc(OC(=O)c2ccco2)cc1 (stereo not drawn) | 0.8
Fc1cccc(NC(=S)NN=C2CCCCCC2)c1 | 4.2*
CCOC(=O)c1cnc2c(c(C)nn2C)c1Oc1ccc(OC)cc1 | 0.28
COc1ccc(N2C(=O)CC(N3CCN(c4nc5ccccc5s4)CC3)C2=O)cc1 (stereo not drawn) | -1.54
COC(=O)c1ccc(-c2nnco2)cc1 | 3.83
CCn1c(=S)ccc2cc(C)ccc21 | 0.98
CC1CCc2cc(F)ccc2N1C(=O)Nc1ccccc1 (stereo not drawn) | 0.23
Cc1ccc2c(c1)C(C)(C)C1(C)N(Cc3ccccc3)C(=O)CN21 (stereo not drawn) | -0.22
Cc1[nH]nc2c1C(c1ccc(OCC(N)=O)cc1)C(C#N)=C(N)O2 (stereo not drawn) | -3.87
Clc1ccc(CN2CCN(Cc3ccccn3)CC2)cc1 | 0.01
CCOC(=O)C1=C(CC)NC2=C(C(=O)CCC2)C1c1ccc(N(C)C)cc1 (stereo not drawn) | 0.5
CCOC(=O)C1CCN(c2ncnc3c2oc2ccccc23)CC1 | -0.92
O=C(Nc1ccc(Br)c(Cl)c1)c1cccs1 | -0.39
CCc1[nH]c(=O)cc2cc(OC)c(OC)cc12 | -5.7
O=C(O)c1cccnc1SC1CC(=O)N(c2ccccc2Cl)C1=O (stereo not drawn) | 0.9
O=C(CSc1nc2ccccc2nc1N1CCOCC1)Nc1ccccc1F | 1.72
CS/C(Nc1ccc(Cl)cc1)=C(/C#N)C(=O)c1cc(-c2ccccc2)c(C(F)(F)F)s1 | 1.33
O=C1Nc2ccc(S(=O)(=O)N3CCCC3C(=O)O)c3cccc1c23 (stereo not drawn) | 0.12
CN(C)c1nc(Oc2ccc(=O)n(C)n2)nc(N2CCOCC2)n1 | -1.02
Cc1nc2c(s1)c(C)nn2-c1ccccc1 | 0.81
Cc1nn2c(C)cc(C(F)(F)F)nc2c1Br | -0.57
C/C(=N\NC(=O)CN1C(=O)CSc2ccccc21)c1ccco1 | -0.42
COc1nc2c(c(=O)n(C)c(=O)n2C)n1Cc1c(F)cccc1Cl | 0.81
O=S(=O)(NC12CC3CC(CC(C3)C1)C2)c1ccc(NC(=S)Nc2ccccc2C(F)(F)F)cc1 | -1.15
C=CCn1c(SCc2nnc(SCC(C)=O)n2-c2ccccc2)nnc1-c1ccccc1 | -0.07
CCOC(=O)c1cnn(-c2ncnc3sc(C)c(C)c23)c1N | -1.07
Cc1onc(-c2c(Cl)cccc2Cl)c1N | -1.03
Cn1c(SCc2csc(COc3ccc(C4SCCS4)cc3)n2)nnc1C(F)(F)F | -0.96
Cc1c(NS(=O)(=O)c2ccc(-c3ccno3)s2)c(=O)n(-c2ccccc2)n1C | -9.86
COC(=O)C1=C(C)NC2=C(C(=O)c3ccccc32)C1c1ccccc1Cl (stereo not drawn) | -1.01
CC(=O)N[C@H]1[C@@H](OCc2ccccc2)O[C@H](CO)[C@@H](O)[C@@H]1O | -1.37
CCc1oc(C(=O)O)cc1CN1CCCCC1 | -0.03
COc1cccc(N(C)C(=S)Oc2ccc3c(c2)CCCC3)n1 | 0.73
O=C1CC(NCCc2c[nH]c3ccccc23)C(=O)N1c1cccc(Cl)c1 (stereo not drawn) | 0.63
Cc1c(C)n(C(=O)CSc2ncccn2)c2ccccc12 | 1.8
Nc1nnc(Sc2nc3c(Cl)cc(Cl)cc3s2)s1 | -4.2
O=[N+]([O-])c1ccc(-c2csc(C3(c4ccc(Cl)cc4Cl)CC3)n2)cc1 | -0.07

# Continuation.
Structure | Dicer processing
C=CCn1c(=O)c2c(nc(-c3ccc(S(=O)(=O)O)cc3)n2C)n(C)c1=O | 1.57
Cn1c(=O)c2c(nc(Cl)n2Cc2cccc(Cl)c2)n(C)c1=O | 0
Cc1ccc(-c2nc(-c3ccncc3)no2)cc1C | -0.13
O=C1C2C(C(=O)C3C1[C@H]1C=C[C@@H]3C1)[C@H]1C=C[C@@H]2C1 (stereo partly drawn) | -0.93
COc1ccccc1OCCCCCCc1c(C)n[nH]c1C | -2.09
CC1NC(=O)C(C#N)=C(SCc2ccccc2)S1 (stereo not drawn) | -0.71
CCCOc1cccc(C2c3c(oc4ccccc4c3=O)C(=O)N2c2ccccn2)c1 (stereo not drawn) | -5.9
COc1cc(NC(=O)C(Sc2nc(C)cc(C)c2C#N)c2ccccc2)c(OC)cc1Cl (stereo not drawn) | 0.24
O=C(Nc1nc2c(s1)Cc1ccccc1-2)c1ccc(F)c(Cl)c1 | 1.21
CNC(=O)c1ccccc1Sc1ccc(Cl)cc1C(=O)O | -0.71
Cc1ccc(S(=O)(=O)n2nc(C)c(Sc3ccccc3)c2C)cc1 | 0.01
Cc1ccc(C(=O)c2cccc(N3C(=O)c4cccnc4C3=O)c2)cc1C | -1.14
O=C(CN1c2cccc3cccc(c23)S1(=O)=O)Nc1ccc(F)cc1F | 0.59
COc1ccccc1C1C2=C(CCCC2=O)Nc2ccc3ccccc3c21 (stereo not drawn) | -1.95
CCOC(=O)CSc1nc2cc(C(F)(F)F)cnc2n1C | -0.22
O=C1CSC(=Nc2c(Cl)cccc2Cl)N1CCc1ccccc1 | 2.78
O=S(=O)(c1ccc2c(c1)CCO2)N1CCC2(CC1)OCCO2 | -1
CCNC(=O)Oc1noc2ccc(C)cc12 | 0.43
Cc1ccccc1OCc1nn2c(-c3ccccc3)nnc2s1 | 0.81
CCCCN(C(C)C)S(=O)(=O)c1ccc(C)cc1 | -0.26
Cc1ccccc1OC1C(=O)N(CC2CCCO2)C1c1ccc2c(c1)OCO2 (stereo not drawn) | 0.83
CCOc1cc(C(F)(F)F)cnc1C#N | -0.47
O=C1C2ON(c3ccccc3)C(c3ccco3)C2C(=O)N1Cc1ccccc1 (stereo not drawn) | 4.11*
Cc1ccc2c(c1)-c1c(cnc3cc(-c4ccccc4)nn13)CO2 | -1.66

# Continued:
SMILES	Dicer processing
Cn1cccc1C(=O)NS(=O)(=O)c1ccccc1Cl	2.12
COc1cc(C2N3CCCN2CC3)ccc1OCc1ccccc1 (stereo not drawn)	0.2
NC(N)=N/C(N)=N/c1nc(-c2ccc(Cl)cc2)cs1	-3.27
Cc1ccc(C(=O)CC(Sc2ccc3ccccc3c2)c2ccsc2)cc1 (stereo not drawn)	-3.65
CC(C)c1ccc(C(=O)CC2(O)C(=O)N(C(C)C)c3ccccc32)cc1 (stereo not drawn)	1.4
COc1ccc(NC(=O)COCC(=O)O)c(N2CCOCC2)n1	0.8
Cc1ccc(NC(=O)CC#N)cc1Cl	-1.96
COc1ccc(-c2nc(-c3cccnc3)no2)cc1	1.78
N#CC1=C(N)Oc2c(sc3ccccc23)C1c1cccs1 (stereo not drawn)	-1.22
CC(=O)Nc1ccc2oc(C)nc2c1	-0.69
COc1ccccc1Nc1nc(C)c([N+](=O)[O-])c(Nc2ccccc2)n1	2.39
Cc1cc2c(=O)n(CC(=O)NCC(=O)O)cnc2s1	-1.16

# In another format: results already given
N#CC1=C(N)Oc2c(sc3ccccc23)C1c1cccs1 (stereo not drawn)
- Dicer processing: -1.22

CC(=O)Nc1ccc2oc(C)nc2c1
- Dicer processing: -0.69

COc1ccccc1Nc1nc(C)c([N+](=O)[O-])c(Nc2ccccc2)n1
- Dicer processing: 2.39

# Additional results:
SMILES	Dicer processing
CC(C)CCNc1ncnc2c1sc1nc3c(cc12)COC(C)(C)C3	0.51
COc1ccc(C2CC(=O)C3=C(C2)Nc2ccccc2NC3c2coc3ccc(C)cc3c2=O)cc1 (stereo not drawn)	-0.21
Nc1cccc(-c2nnc(-c3ccco3)o2)c1	-0.52
O/N=C/C1=C(Cl)c2cc(F)ccc2OC1	0.33
CC1CC(N(C(=O)c2ccco2)c2ccccc2)c2ccccc2N1C(=O)c1ccco1 (stereo not drawn)	0.46
O=C(Cn1nc(-c2ccc(Cl)cc2)c2ccccc2c1=O)c1ccc(F)cc1	-0.09
CCOC(=O)C(O)(NC(=O)c1ccccc1)C(F)(F)F (stereo not drawn)	-0.97
Brc1ccc(-n2nnnc2/C=C/N2CCOCC2)cc1	1.8
C=CCN1C(=O)C(=O)c2cccc(C)c21	-0.39
O=C1C(=O)N(CC(O)CN2C(=O)C(=O)c3ccccc32)c2ccccc21	-1.6
O=C(Cn1cnc2c(nnn2Cc2ccccc2)c1=O)c1ccc(Br)cc1	-1.65
CC(C)Cc1ccc(C(C)C(=O)NN)cc1 (stereo not drawn)	0.6

# Filtered by structure, the entries above containing an NH in an aromatic ring.
SMILES	Dicer processing
Cc1ccccc1-n1c(N)cc(=O)[nH]c1=O	0.11
Cc1[nH]nc2c1C(c1ccc(OCC(N)=O)cc1)C(C#N)=C(N)O2 (stereo not drawn)	-3.87
CCc1[nH]c(=O)cc2cc(OC)c(OC)cc12	-5.7
O=C1CC(NCCc2c[nH]c3ccccc23)C(=O)N1c1cccc(Cl)c1 (stereo not drawn)	0.63
COc1ccccc1OCCCCCCc1c(C)n[nH]c1C	-2.09

# More records.
SMILES	Dicer processing
CSc1sc(C(=O)Nc2ccc(Cl)cc2)c2c1C=CCC2	-1.88
COCCOC(=O)Cn1nnc2sc3c(c2c1=O)CCCC3	0.12
CNC(=O)c1cc2c(cn1)[nH]c1ccccc12	72.4
COc1ccc(N2C(=O)C3ON(c4ccccc4)C(c4ccco4)C3C2=O)cc1 (stereo not drawn)	0.58
COc1ccc(Oc2coc3cc(OC(=O)c4ccccc4Cl)ccc3c2=O)cc1	1.41
COc1cccc(C2c3c(oc4ccccc4c3=O)C(=O)N2Cc2ccc3c(c2)OCO3)c1 (stereo not drawn)	0.35
COc1ccc(-n2nc(C)c3onc(C)c3c2=O)cc1	-2.41
CSc1nc(N)nc(-c2cccs2)c1C#N	-0.7
O=C(c1cnc2cc(-c3ccccc3)nn2c1)c1cc(Br)ccc1O	3.26*
CCOC(=O)c1cc2c3c(c(N4CCOCC4)nc2s1)COC(C)(C)C3	0.36
COc1cc(C2Nc3cc(C)c(C)cc3NC3=C2C(=O)CC(C)(C)C3)c(OC)cc1Br (stereo not drawn)	0.23
COC(=O)C1=C(C)NC2=C(C(=O)CC(c3ccc(Cl)cc3)C2)C1c1ccc(C)cc1 (stereo not drawn)	0.95
CC(C)(C)NC(=O)Nc1cc(C(F)(F)F)cc(C(F)(F)F)c1	0.77
COC(=O)c1scc(C)c1-n1c(C)ccc1C	-1.39
Cn1c(=O)c2c3nc4cc(Cl)cc(Cl)c4cc3c(=O)n(-c3ccccc3)c2n(C)c1=O	4.45
O=C1CC(c2ccccc2)Cc2c1cnc1[nH]n(-c3ccccc3)c(=O)c21 (stereo not drawn)	1.68
CCC(C)OC(=O)COc1ccc2c(=O)c(Oc3cc(C)ccc3C)coc2c1 (stereo not drawn)	7.69
CCCOc1ccc(C2c3c(oc4ccccc4c3=O)C(=O)N2c2ccccn2)cc1OCC (stereo not drawn)	4.4*
Cc1ccc2c(c1)c1c(n2CC(O)Cn2ccnc2C)C(=O)CCC1 (stereo not drawn)	-0.87
Cn1cc(C2CC(=O)N(c3ccc(O)cc3)C2=O)c2ccccc21 (stereo not drawn)	1.95
CCOC(=O)Cn1c(=O)n(-c2ccc(Cl)cc2)c(=O)c2cc(-c3ccccc3)sc21	0.05
COc1cccc(C2C(C#N)=C3N=C(N)c4ccccc4N3C3=C2C(=O)CC(C)(C)C3)c1 (stereo not drawn)	1.87
CCOC(=O)c1cc(C#N)c(Sc2nnc(SC)s2)nc1C(F)(F)F	-0.87

# Two of these compounds, reformatted:
O=C1CC(c2ccccc2)Cc2c1cnc1[nH]n(-c3ccccc3)c(=O)c21 (stereo not drawn)
  Dicer processing: 1.68
Cc1ccc2c(c1)c1c(n2CC(O)Cn2ccnc2C)C(=O)CCC1 (stereo not drawn)
  Dicer processing: -0.87

# An excerpt; the hit share may differ from the screen's.
